Screens (PubChem BioAssay)
NFkB transloc pot: enhances IL-1B driven NFkB nuclear translocation; HUVEC IL-1B NFkB p65 nuclear translocation imaging; activation, % at 2 µM; 94,000 tested, 0.3% active; AID 819;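 active = activation above 40%, about the mean plus 3 SD, also judged a hit on visual image review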;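 note: percent activation is computed from the nuclear over cytoplasmic p65 intensity ratio; values of inactives mirror those of a sister screen read the other way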
PLAP inhibitors HTS: PLAP enzyme inhibitors, biochemical, luminescence, HTS (AID 690) | purified PLAP, luminescent substrate; higher % means a stronger effect | inhibition, % at 20 µM; hits with a dose series show IC50 in µM | 96,000 tested, 0.08% active; in the data active = a potency from the dose series; inactive = the rest, 99 in 100 with inhibition below about 30%; note: strong numbers were not always called active
Bcl-B TR3 displacers: displacers of TR3 peptide from Bcl-B, primary screen, selectivity assay for Bfl-1 inhibitor project, biochemical, fluorescence polarization | 96,000 tested, 0.11% active | displacement, % at 20 µM, or IC50 in µM where a hit was titrated | AID 748 | FP displacement of FITC-TR3 peptide from Bcl-B; higher % means a stronger effect;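 active = displacement above 50% at 20 µM plus a fluorescence interference ratio under 1.5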;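 note: plate controls were wells without compound for no effect and wells lacking Bcl-B protein for full effect; a part of the inactive calls stands beside numbers as strong as those of hits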
IL1B NFkB inh: blocks IL-1B driven NFkB nuclear translocation in HUVEC cells. 94,000 tested, 0.43% active. inhibition, % at 2 µM. AID 796. HUVEC IL-1B NFkB p65 nuclear translocation imaging;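 active = inhibition above about 30% together with a positive call from visual inspection of the well image, limit read from the data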;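 note: nuclear over cytoplasmic p65 intensity ratio measured by imaging; 0% = IL-1B stimulated DMSO wells and 100% = unstimulated DMSO wells; values of inactives mirror those of a sister screen read the other way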
MRP resist rev: MRP-mediated drug resistance reversal; differential viability (reversal), % at 10 µM; 85,000 tested, 0.04% active; AID 602; H69AR cells + 2 uM doxorubicin, CellTiter-Glo, 72 h;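 active = viability drop by adding the cancer drug above about 55%, with treated viability meeting a 40% cutoff, limit read from the data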;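 note: viability without doxorubicin minus viability with 2 µM doxorubicin for each compound; larger differential means the compound sensitizes cells more to doxorubicin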
MRP resist rev cytotoxicity: further read-out of MRP resist rev, marked with its call; viability, %; H69AR cells, CellTiter-Glo, 72 h; measured here: cytotoxicity without doxorubicin
MRP resist rev with doxorubicin: further read-out of MRP resist rev, marked with its call; viability, %; measured here: viability with 2 uM doxorubicin; hits give low values
IL1B NFkB inh cell count 2 µM: second read-out of IL1B NFkB inh, no call of its own (marks repeat the call); cell count; measured here: cells passing quality filter;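 raw number of nuclei counted in each imaged well without normalization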
NFkB transloc pot cell count 2 µM: second read-out of NFkB transloc pot, no call of its own (marks repeat the call); cell count; measured here: cells passing quality filter
Starred values were filed as active, the others as inactive; . = no result given. Not all compounds are listed; the hit share may differ from the screen's.

1	Nc1nnnn1/N=C/c1ccccn1
2	CCN1CCN(C(=S)Nc2ccc([N+](=O)[O-])cc2)CC1
3	COc1cccc(OC)c1C(=O)Nc1ccc2c(c1)OCCO2
4	CCOC(=O)Cn1c(=O)oc2cc(S(=O)(=O)N3CCc4ccccc43)ccc21
5	O=C(c1ccco1)N1CCN(CCOCCOc2cccc3ccccc23)CC1
6	COCCNC(=O)C(C)N1c2cccc3cccc(c23)S1(=O)=O (stereo not given)
7	Nc1nncn1C(=O)c1cc(Br)ccc1Cl
8	Cc1ccc(Cn2ncc3c(N4CCOCC4)ncnc32)cc1
Compound	1	2	3	4	5	6	7	8
NFkB transloc pot	-2	10	-16	8	18	19	2	-21
NFkB transloc pot cell count 2 µM	166	127	97	73	199	148	155	71
PLAP inhibitors HTS	-24%	8%	5%	-46%	-50%	.	23%	6%
Bcl-B TR3 displacers	12%	-2%	11%	-42%	10%	.	1%	0%
IL1B NFkB inh	2	-10	16	-8	-18	-19	-2	21
IL1B NFkB inh cell count 2 µM	166	127	97	73	199	148	155	71
MRP resist rev	0	.	3	15	-9	-12	1	8
MRP resist rev cytotoxicity	96	.	99	106	78	69	95	95
MRP resist rev with doxorubicin	96	.	96	91	86	81	94	87

9	Cc1onc(-c2ccccc2Cl)c1C(=O)Nc1c(C)n(C)n(-c2ccccc2)c1=O
10	CCn1c(SCC(=O)Nc2ccc(S(=O)(=O)Nc3ccccn3)cc2)nnc1-c1ccncc1
11	COc1cccc(CNC(=O)Cn2cc3c(n2)CCCC3)c1
12	CCOC(=O)N1CCN(C(=O)CNS(=O)(=O)c2cccs2)CC1
13	CCC(CC)C(=O)Nc1cccc(/C(C)=N\NC(=O)c2ccc(C)s2)c1
14	COc1ccc(N(CC(=O)NC(C)(C)C)S(=O)(=O)c2ccccc2)cc1OC
15	CCc1nnc(NC(=O)c2ccc(COc3ccccc3)o2)s1
16	CC(C)C(=O)c1cc2c(cc1NC(=O)c1cccs1)OCCO2
Compound	9	10	11	12	13	14	15	16
NFkB transloc pot	2	-4	.	4	7	16	8	-32
NFkB transloc pot cell count 2 µM	78	99	.	122	124	139	153	169
PLAP inhibitors HTS	4%	-25%	-3%	6%	-6%	-2%	17%	13%
Bcl-B TR3 displacers	3%	-8%	-2%	-19%	3%	6%	-23%	-4%
IL1B NFkB inh	-2	4	.	-4	-6	-16	-8	32*
IL1B NFkB inh cell count 2 µM	78	99	.	122	124	139	153	169*
MRP resist rev	9	1	-3	8	.	16	7	-5
MRP resist rev cytotoxicity	94	82	101	98	.	100	91	71
MRP resist rev with doxorubicin	85	81	104	90	.	84	84	76

Given with tabs: 11 of the compounds above.
cpd	Molecule	NFkB transloc pot	NFkB transloc pot cell count 2 µM	PLAP inhibitors HTS	Bcl-B TR3 displacers	IL1B NFkB inh	IL1B NFkB inh cell count 2 µM	MRP resist rev	MRP resist rev cytotoxicity	MRP resist rev with doxorubicin
4	CCOC(=O)Cn1c(=O)oc2cc(S(=O)(=O)N3CCc4ccccc43)ccc21	8	73	-46%	-42%	-8	73	15	106	91
5	O=C(c1ccco1)N1CCN(CCOCCOc2cccc3ccccc23)CC1	18	199	-50%	10%	-18	199	-9	78	86
6	COCCNC(=O)C(C)N1c2cccc3cccc(c23)S1(=O)=O (stereo not given)	19	148	.	.	-19	148	-12	69	81
7	Nc1nncn1C(=O)c1cc(Br)ccc1Cl	2	155	23%	1%	-2	155	1	95	94
8	Cc1ccc(Cn2ncc3c(N4CCOCC4)ncnc32)cc1	-21	71	6%	0%	21	71	8	95	87
9	Cc1onc(-c2ccccc2Cl)c1C(=O)Nc1c(C)n(C)n(-c2ccccc2)c1=O	2	78	4%	3%	-2	78	9	94	85
10	CCn1c(SCC(=O)Nc2ccc(S(=O)(=O)Nc3ccccn3)cc2)nnc1-c1ccncc1	-4	99	-25%	-8%	4	99	1	82	81
11	COc1cccc(CNC(=O)Cn2cc3c(n2)CCCC3)c1	.	.	-3%	-2%	.	.	-3	101	104
12	CCOC(=O)N1CCN(C(=O)CNS(=O)(=O)c2cccs2)CC1	4	122	6%	-19%	-4	122	8	98	90
13	CCC(CC)C(=O)Nc1cccc(/C(C)=N\NC(=O)c2ccc(C)s2)c1	7	124	-6%	3%	-6	124	.	.	.
14	COc1ccc(N(CC(=O)NC(C)(C)C)S(=O)(=O)c2ccccc2)cc1OC	16	139	-2%	6%	-16	139	16	100	84

The listing continues:
17	O=C(NCC1CCCO1)c1ccc2c(c1)N(Cc1ccccc1)C(=O)CS2=O (stereo not given)
18	CCCCN(C)CCNS(=O)(=O)c1ccc2c(c1)n(C)c(=O)c(=O)n2C
19	COc1ccc(/C(O)=C/c2nc3ccccc3n(-c3ccccc3)c2=O)cc1
20	COc1cc(C(=O)Nc2ccc3c(c2)OCCO3)ccc1OC(F)F
21	CC1(C)CC(=O)C=C(Nc2ccc(F)cc2F)C1
22	Cn1cc(C(=O)N2CCN(c3ccccn3)CC2)c(=O)c2cc(S(=O)(=O)N3CCOCC3)ccc21
23	CN(C)c1ccc(/C=C2\NC(=S)N(Cc3ccccc3)C2=O)cc1
24	CC1=CC(C)(C)N(C(=O)c2ccc(F)cc2)c2cc3c(cc21)OCO3
25	CC(C)CN1C(=O)c2ccc(NC(=O)c3cccs3)cc2C1=O
Compound	17	18	19	20	21	22	23	24	25
NFkB transloc pot	.	19	-1	.	-9	-17	3	11	6
NFkB transloc pot cell count 2 µM	.	101	170	.	93	167	134	109	151
PLAP inhibitors HTS	-23%	2%	-13%	8%	23%	-33%	12%	-21%	0%
Bcl-B TR3 displacers	-2%	8%	-33%	0%	0%	-10%	-95%	-5%	4%
IL1B NFkB inh	.	-19	1	.	9	17	-3	-12	-6
IL1B NFkB inh cell count 2 µM	.	101	170	.	93	167	134	109	151
MRP resist rev	18	2	-6	2	20	-2	.	2	-3
MRP resist rev cytotoxicity	108	96	23	87	110	88	.	66	50
MRP resist rev with doxorubicin	91	94	29	85	90	90	.	64	53
